From PubChem
PDI turbidity: PDI (human) enzyme inhibition; P07237; PDI insulin aggregation turbidity, A650, 90 min; inhibition, % at 10 µM; 0.052% of 350,000 active;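 active = mean inhibition across replicates of 30% or more, whatever share of single replicates reach that level; inconclusive = mean inhibition below 30% while every single replicate reaches 30%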;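 note: absorbance from insulin aggregation driven by PDI reduction with DTT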
ABCB6 inh MLPCN: human ABCB6 transporter inhibition | Q9NP58 | K562-ABCB6 porphyrin accumulation, flow cytometry, 1 h; hits give low values | fluorescence ratio to DMSO, % at 10 µM | 0.19% of 360,000 active;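 active = fluorescence ratio to DMSO below 75%, the collection mean minus 3 SD; inconclusive = too few cells collected in the well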;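 note: signal is porphyrin accumulated inside mitochondria; 100% equals median channel fluorescence of DMSO control wells; lower ratio means ABCB6 inhibition with less porphyrin fluorescence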
MC4R antag cAMP: human MC4R antagonism in cAMP assay | P32245 | MC4R-expressing cells, MTII-stimulated cAMP, LANCE TR-FRET | inhibition, % at 6.5 µM | 0.48% of 360,000 active | AID 540295;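 active = inhibition above its plate's cutoff, the mean of tested wells on that plate plus 3 SD, cut at about 29% in these data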;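 note: 0% = Melanotan II alone and 100% = Melanotan II plus saturating MCL0020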
Target sequence (P32245 whole entry, looked up): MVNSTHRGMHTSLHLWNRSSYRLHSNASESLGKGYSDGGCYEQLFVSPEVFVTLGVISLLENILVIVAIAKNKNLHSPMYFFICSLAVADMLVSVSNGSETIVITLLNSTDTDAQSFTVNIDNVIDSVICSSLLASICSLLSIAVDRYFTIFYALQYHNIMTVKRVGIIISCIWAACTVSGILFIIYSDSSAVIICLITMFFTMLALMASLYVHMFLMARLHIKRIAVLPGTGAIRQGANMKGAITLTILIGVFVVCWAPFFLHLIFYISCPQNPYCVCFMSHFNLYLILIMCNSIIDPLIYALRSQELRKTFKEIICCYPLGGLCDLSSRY
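System: U2OS cells stably expressing human melanocortin 4 receptor (MC4R). Reagent: Melanotan II challenge after compound preincubation. Doses: 6.5 µM. Times: 30-min compound, 1-h challenge, 1-h detection, room temperature. Measured by: TR-FRET with Eu-cAMP and labeled anti-cAMP, 671 nm. Replicates: singlicate.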
Vif inh: blocks HIV Vif function. 0.35% of 340,000 active. inhibition, % at 7.49 µM. HEK293T cells, Vif self-association by quenched fluorescence, imaging, 24 h. AID 602346; in the data active = inhibition above about 50%, passing the limit was not always enough; inconclusive = no clear call, values can overlap the other calls; inactive = below about 31%; note: some results filed as inactive read as strong as hits
Cardio protect: protects H9c2 cardiomyocytes from peroxide injury. H2O2 injury protection, ATPLite, 2 h. protection from H2O2 cell death, % at 20 µM. 0.63% of 360,000 active. AID 588492;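 active = compounds giving at least 50% protection of heart cells from peroxide-induced death in the single-dose screen, raw or plate-pattern-corrected value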;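 note: 0% = DMSO wells with peroxide and 100% = DMSO wells without peroxide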
m5-HT2A agonist: mouse HTR2A agonism via beta-arrestin recruitment | CHO-K1 mHTR2A beta-arrestin complementation, luminescence; percent of 30 µM serotonin response | activation, % at 7.6 µM | 0.66% of 360,000 active;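 active = activation above a run cutoff, the mean activation of all tested compounds plus 3 SD, cut at about 14% in these data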;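 note: 0% = plate median of compound wells and 100% = 30 µM serotonin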
Target sequence (P35363 whole entry, looked up): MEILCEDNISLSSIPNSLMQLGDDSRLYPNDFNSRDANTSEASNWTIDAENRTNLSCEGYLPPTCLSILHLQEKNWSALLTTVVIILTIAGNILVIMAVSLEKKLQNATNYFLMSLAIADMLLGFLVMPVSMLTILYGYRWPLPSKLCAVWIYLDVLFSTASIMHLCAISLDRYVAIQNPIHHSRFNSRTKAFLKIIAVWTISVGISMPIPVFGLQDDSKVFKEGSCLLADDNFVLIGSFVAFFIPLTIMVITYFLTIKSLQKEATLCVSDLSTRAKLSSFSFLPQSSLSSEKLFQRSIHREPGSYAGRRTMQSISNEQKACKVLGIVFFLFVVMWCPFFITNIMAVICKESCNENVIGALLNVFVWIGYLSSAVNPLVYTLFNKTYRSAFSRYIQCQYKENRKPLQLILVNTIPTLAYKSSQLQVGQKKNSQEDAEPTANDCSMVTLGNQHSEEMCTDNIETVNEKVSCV
CaV13 FRET inh: Disruptors of the CACNA1D IQ motif to Ca2+-dependent inactivation inhibitor domain association, primary screening, Förster resonance energy transfer in intact living …; HEK cells, CFP/YFP FRET ICDI-IQ, plate reader, 10 min; percent FRET-ratio fall versus neutral wells; inhibition, % at 12.3 µM; 0.098% of 340,000 active;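 active = mean replicate inhibition of at least 30% and at least 1% of replicates passing that level; inconclusive = only one of the two criteria is met; inactive = neither criterion is met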;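 note: 0% = median of the neutral control wells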
MC4R barr agon: agonists of human melanocortin 4 receptor (MC4R) beta-arrestin. P32245. U2OS MC4R beta-arrestin complementation, luminescence; percent of melanotan II response, DMSO zero. activation, % at 8.9 µM. 0.98% of 360,000 active. AID 540308;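 active = activation above a per-plate cutoff, the mean activation of sample wells on that plate plus 3 SD, cut at about 8% in these data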
aDG glyco up: increases alpha dystroglycan glycosylation. 0.22% of 360,000 active. activation, % at 10 µM. Pro5-aDG cells, alpha-DG glycosylation AlphaScreen (IIH6); 0% Pro5, 100% B10-LARGE cell signal;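 active = activation of at least 8% versus controls, or a plate z-score of at least 8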;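 note: Pro5 are CHO cells carrying HIG-tagged alpha-DG that lacks glycosylation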
N-glyco inh: blocks N-linked glycosylation in D54 reporter cells | D54 ERlucT glycosylation luciferase reporter, 24 h; percent of 100 nM tunicamycin response | reporter increase, % at 12.5 µM | 0.23% of 360,000 active | AID 588692;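 active = mean luciferase reporter signal, scaled so untreated is 0 and the glycosylation-blocking control 100, at or above a set limit in every replicate; inconclusive = mean reaches the limit but not every replicate does; inactive = mean below the limit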;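 note: luciferase carries N-glycosylation sites so blocking glycosylation raises the light; 0% = median of neutral control wells and 100% = median of 100 nM tunicamycin wells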
The depositor's hits bear a star. Rows were taken by chance; any-hit rate near 3.6%.

For CCCCC(=O)Nc1cccc(-c2cn3ccccc3n2)c1 the results were PDI turbidity 6, ABCB6 inh MLPCN 100, MC4R antag cAMP 5, Vif inh -8, Cardio protect -2, m5-HT2A agonist 0, CaV13 FRET inh -9, MC4R barr agon 0.0, aDG glyco up 0.2 and N-glyco inh 3.
Screening Cc1cc(C(=O)COC(=O)c2ccc(O)cc2)c(C)n1CC(F)(F)F returned PDI turbidity 15, ABCB6 inh MLPCN 98, MC4R antag cAMP 6, Vif inh 4, Cardio protect 5, m5-HT2A agonist 7, CaV13 FRET inh -3, MC4R barr agon -1.3, aDG glyco up -0.3 and N-glyco inh -4.
CC(C)Oc1ccc(/C=C(\NC(=O)/C=C/c2ccco2)C(=O)NCCc2nc3ccccc3[nH]2)cc1 was read as PDI turbidity 4, ABCB6 inh MLPCN 100, MC4R antag cAMP 29*, Vif inh -1, Cardio protect 22, m5-HT2A agonist 0, CaV13 FRET inh -17, MC4R barr agon 0.7, aDG glyco up -0.1 and N-glyco inh 0.
For CC1=C(C(=O)N(C)C)CC(CC(=O)NC2CCCCC2)C(=O)N1CCCN1CCCC1=O (centres undefined) the results were PDI turbidity 9, ABCB6 inh MLPCN 94, MC4R antag cAMP -4, Vif inh 5, Cardio protect 7, m5-HT2A agonist 16*, CaV13 FRET inh -4, MC4R barr agon 0.2, aDG glyco up 0.2 and N-glyco inh 1.
Screening COc1ccc(CNc2nc(NCc3ccc(OC)cc3)c3ncn(C4CCCC4)c3n2)cc1 returned PDI turbidity -8, ABCB6 inh MLPCN 104, MC4R antag cAMP -14, Vif inh -3, Cardio protect 15, m5-HT2A agonist -4, MC4R barr agon -0.7, aDG glyco up -0.1 and N-glyco inh inconclusive.
`Nc1c(C(=O)N2CCOCC2)sc2nc3c(cc12)CCC3` gave PDI turbidity -2, ABCB6 inh MLPCN 105, MC4R antag cAMP 21, Vif inh -5, Cardio protect 1, m5-HT2A agonist 6, CaV13 FRET inh -5, MC4R barr agon 1.8, aDG glyco up 0.0 and N-glyco inh 0.
`COc1nccnc1NS(=O)(=O)c1ccc(NC(=S)NC(=O)/C=C/c2ccc(F)cc2)cc1` gave PDI turbidity 0, ABCB6 inh MLPCN 97, MC4R antag cAMP 11, Vif inh 1, Cardio protect -2, m5-HT2A agonist 0, CaV13 FRET inh -5, MC4R barr agon -1.2, aDG glyco up 0.0 and N-glyco inh 2.
COCCn1c(COc2cccc(OC)c2)nnc1SCC(=O)NC1CCCC1 was read as PDI turbidity 9, ABCB6 inh MLPCN 103, MC4R antag cAMP 1, Vif inh 3, Cardio protect 4, m5-HT2A agonist 2, CaV13 FRET inh -7, MC4R barr agon 0.3, aDG glyco up 0.1 and N-glyco inh 0.
For CC1Cc2ccccc2N1CC(=O)Nc1ccc(S(N)(=O)=O)cc1 (centres undefined) the results were PDI turbidity 8, ABCB6 inh MLPCN 103, MC4R antag cAMP 5, Vif inh 9, Cardio protect -7, m5-HT2A agonist 0, CaV13 FRET inh 3, MC4R barr agon 0.9, aDG glyco up 0.1 and N-glyco inh -2.
For O=C(Nc1ccccc1C(=O)N1CCCCC1)c1cccs1 the results were PDI turbidity 19, ABCB6 inh MLPCN 106, MC4R antag cAMP 9, Vif inh -3, Cardio protect 7, m5-HT2A agonist 8, CaV13 FRET inh -6, MC4R barr agon -3.2, aDG glyco up -0.2 and N-glyco inh -1.
O=C(NCCCn1ccnc1)/C(=C\c1ccc(Br)cc1)NC(=O)c1ccccc1F was read as PDI turbidity 11, ABCB6 inh MLPCN 99, MC4R antag cAMP -1, Vif inh -2, Cardio protect -7, m5-HT2A agonist -4, CaV13 FRET inh -6, MC4R barr agon -0.5, aDG glyco up -0.3 and N-glyco inh 3.
`Cn1cc(CN2CCN(CC(C)(C)C)C(CCO)C2)c2ccccc21` (centres undefined) gave PDI turbidity 0, ABCB6 inh MLPCN 98, MC4R antag cAMP -1, Vif inh 4, Cardio protect 2, m5-HT2A agonist 6, CaV13 FRET inh -5, MC4R barr agon -1.1, aDG glyco up 0.0 and N-glyco inh 0.
Screening Cc1ccc(C(=O)Nc2ncc(Cc3ccc(F)cc3)s2)o1 returned PDI turbidity -1, ABCB6 inh MLPCN 94, MC4R antag cAMP 2, Vif inh -15, Cardio protect -8, m5-HT2A agonist -2, CaV13 FRET inh -3, MC4R barr agon -1.6, aDG glyco up 0.3 and N-glyco inh -10.
For CCN(CC)CCNCc1cc(Cl)c(OCC(=O)Nc2ccccc2)c(OC)c1 the results were PDI turbidity 2, ABCB6 inh MLPCN 99, MC4R antag cAMP -4, Vif inh 4, Cardio protect 22, m5-HT2A agonist -6, CaV13 FRET inh -2, MC4R barr agon -4.0, aDG glyco up 1.7 and N-glyco inh -2.
`COCc1cc(=O)n2[nH]c(-c3ccc(C)cc3)cc2n1` gave PDI turbidity -1, ABCB6 inh MLPCN 100, MC4R antag cAMP 6, Vif inh 5, Cardio protect -3, m5-HT2A agonist 0, CaV13 FRET inh -2, MC4R barr agon 0.4, aDG glyco up -0.1 and N-glyco inh 4.
Screening CC(Sc1nnc2ccccn12)C(=O)Nc1ncc(Cl)cc1Cl (centres undefined) returned PDI turbidity 2, ABCB6 inh MLPCN 94, MC4R antag cAMP 7, Vif inh -6, Cardio protect 0, m5-HT2A agonist 0, CaV13 FRET inh -5, MC4R barr agon 2.0, aDG glyco up -0.1 and N-glyco inh 0.
`CC1CCCCN1C(=O)Nc1cccc(Cl)c1` (centres undefined) gave PDI turbidity 15, ABCB6 inh MLPCN 96, MC4R antag cAMP -4, Vif inh -16, Cardio protect 0, m5-HT2A agonist 0, CaV13 FRET inh -4, MC4R barr agon -0.1, aDG glyco up 0.0 and N-glyco inh 2.
`Cc1ccc(C)c(C(=O)Nc2cc(C)nn2-c2nc(C)cc(C)n2)c1` gave PDI turbidity 0, ABCB6 inh MLPCN 90, MC4R antag cAMP 17, Cardio protect 50*, m5-HT2A agonist 0, CaV13 FRET inh -5, MC4R barr agon -1.1, aDG glyco up 1.0 and N-glyco inh 10.
Screening CCCCC(CC)C(=O)Nc1ccc(Cl)cn1 (centres undefined) returned PDI turbidity -6, ABCB6 inh MLPCN 87, MC4R antag cAMP -5, Vif inh -2, Cardio protect -9, m5-HT2A agonist -1, CaV13 FRET inh -8, MC4R barr agon -0.6, aDG glyco up 0.0 and N-glyco inh -3.
`Cc1nc2nc(SCC(=O)NCCN3CCOCC3)nn2c(C)c1Cc1ccccc1` gave PDI turbidity 10, ABCB6 inh MLPCN 95, MC4R antag cAMP 3, Vif inh 0, Cardio protect -6, m5-HT2A agonist 1, CaV13 FRET inh -6, MC4R barr agon -0.4, aDG glyco up -0.1 and N-glyco inh 2.
For CCOC(=O)c1c(S(=O)(=O)Nc2ccc(C)cn2)c(C)n(C)c1C the results were PDI turbidity 3, ABCB6 inh MLPCN 97, MC4R antag cAMP 1, Vif inh -2, Cardio protect -5, m5-HT2A agonist 5, CaV13 FRET inh -5, MC4R barr agon -0.4, aDG glyco up 0.1 and N-glyco inh 1.
For CCOC(=O)C1=C(C)NC(=S)N(C(C)=O)C1c1ccc(Cl)cc1 (centres undefined) the results were PDI turbidity 1, ABCB6 inh MLPCN 105, MC4R antag cAMP 2, Vif inh -3, Cardio protect -6, m5-HT2A agonist 3, CaV13 FRET inh -5, MC4R barr agon 0.1, aDG glyco up -0.1 and N-glyco inh 3.
For O=C(OCC(=O)c1ccccc1Br)c1ccccn1 the results were PDI turbidity 6, ABCB6 inh MLPCN 85, MC4R antag cAMP 1, Vif inh -9, Cardio protect 4, m5-HT2A agonist -1, MC4R barr agon -0.2, aDG glyco up -0.1 and N-glyco inh 1.
`COc1cc2ccc(C=O)cc2cc1OC` gave PDI turbidity -3, ABCB6 inh MLPCN 98, MC4R antag cAMP 0, Vif inh -11, Cardio protect 0, m5-HT2A agonist 4, CaV13 FRET inh -7, MC4R barr agon -2.3, aDG glyco up -0.1 and N-glyco inh 3.
For C=CCOC(=O)COc1ccc2c(C)c(C)c(=O)oc2c1 the results were PDI turbidity -16, ABCB6 inh MLPCN 96, MC4R antag cAMP 2, Vif inh 7, Cardio protect 17, m5-HT2A agonist 0, CaV13 FRET inh -6, MC4R barr agon -0.9, aDG glyco up 0.1 and N-glyco inh 2.
Screening O=C(Nc1cccc(F)c1)/C(=C/c1ccco1)NC(=O)c1ccco1 returned PDI turbidity -3, ABCB6 inh MLPCN 97, MC4R antag cAMP -1, Cardio protect 5, m5-HT2A agonist 4, CaV13 FRET inh -11, MC4R barr agon 0.0, aDG glyco up 0.1 and N-glyco inh 3.
`Nc1cc(C(=O)OCC(=O)Nc2cccc(S(=O)(=O)N3CCOCC3)c2)ccc1Cl` gave PDI turbidity 16, ABCB6 inh MLPCN 90, MC4R antag cAMP 4, Vif inh 6, Cardio protect -18, m5-HT2A agonist -2, CaV13 FRET inh -4, MC4R barr agon -0.7, aDG glyco up 0.0 and N-glyco inh -1.
O=C(O)CCC(=O)Nc1ccccc1C(=O)NC1CCCCC1 was read as PDI turbidity 3, ABCB6 inh MLPCN 106, MC4R antag cAMP 3, Vif inh 6, Cardio protect -3, m5-HT2A agonist 4, CaV13 FRET inh 0, MC4R barr agon 0.2, aDG glyco up 0.2 and N-glyco inh 0.
Screening CC1=C(C(N)=O)C(c2ccc(Cl)cc2)n2nc(CCCO)nc2N1 (centres undefined) returned PDI turbidity 1, ABCB6 inh MLPCN 97, MC4R antag cAMP 5, Vif inh 41, Cardio protect 0, m5-HT2A agonist 0, CaV13 FRET inh -4, MC4R barr agon -1.0, aDG glyco up -0.2 and N-glyco inh -1.
COc1ccc(-n2nc(C(=O)NCC(=O)N3CCN(c4ccccc4F)CC3)c3ccccc3c2=O)cc1 was read as PDI turbidity -1, ABCB6 inh MLPCN 94, MC4R antag cAMP 4, Vif inh 3, Cardio protect -9, m5-HT2A agonist 3, CaV13 FRET inh -2, MC4R barr agon 1.6, aDG glyco up 0.1 and N-glyco inh -8.

2 entries drawn at random from the list so far:
Screening CC1=C(C(N)=O)C(c2ccc(Cl)cc2)n2nc(CCCO)nc2N1 (centres undefined) returned PDI turbidity 1, ABCB6 inh MLPCN 97, MC4R antag cAMP 5, Vif inh 41, Cardio protect 0, m5-HT2A agonist 0, CaV13 FRET inh -4, MC4R barr agon -1.0, aDG glyco up -0.2 and N-glyco inh -1.
COc1ccc(-n2nc(C(=O)NCC(=O)N3CCN(c4ccccc4F)CC3)c3ccccc3c2=O)cc1 was read as PDI turbidity -1, ABCB6 inh MLPCN 94, MC4R antag cAMP 4, Vif inh 3, Cardio protect -9, m5-HT2A agonist 3, CaV13 FRET inh -2, MC4R barr agon 1.6, aDG glyco up 0.1 and N-glyco inh -8.
